EPAC2 agonist – activates human EPAC2 exchange factor. Potency, µM (top dose mostly 154 µM), for inactives: at the highest dose activation, most hits filed as activators. AID 720711. EPAC2 activation, biochemical qHTS; response scale: 100% = 6.5 mM cAMP response. Q8WZA2. hit rate 0.079% among 360,000; note: potency is the fitted concentration of half-maximal effect; nearly all actives have a fitted effect of over 50% in size
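Compounds were titrated in qHTS against a Rap1B-BODIPY-GDP (250 nM) complex with EPAC2 (100 nM) and GDP (50 uM). BODIPY-GDP release tracked at 480/540 nm over 30 min at room temperature, normalized to 6.5 mM cAMP.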
aSyn yeast inh – alpha-synuclein toxicity inhibition in yeast | Potency, µM (top dose mostly 46.1 µM), for inactives: top-dose growth rescue (activation), most hits filed as activators | Yeast expressing alpha-synuclein, growth rescue, BacTiter-Glo, 24 h | hit rate 0.14% among 370,000 | AID 652106; note: potency is the fitted concentration of half-maximal effect; % of control where 0% means no effect; nearly all actives have a fitted effect of over 65% in size
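Readout is rescue of growth in alpha-synuclein-expressing yeast, so inhibitors of toxicity appear as activators. Growth after 24 hr at 30 deg C in galactose medium is quantified by luminescence.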
DRD3 agonist – D3 dopamine receptor (human) agonism; hit rate 0.58% among 410,000; max activation, %; D3R DiscoveRx beta-arrestin cells, luminescence, 90 min; in the data active = max activation above about 30%; note: 0% is about no effect; mostly tested at two doses, the higher about 12 µM
Target sequence (P35462 whole entry, looked up): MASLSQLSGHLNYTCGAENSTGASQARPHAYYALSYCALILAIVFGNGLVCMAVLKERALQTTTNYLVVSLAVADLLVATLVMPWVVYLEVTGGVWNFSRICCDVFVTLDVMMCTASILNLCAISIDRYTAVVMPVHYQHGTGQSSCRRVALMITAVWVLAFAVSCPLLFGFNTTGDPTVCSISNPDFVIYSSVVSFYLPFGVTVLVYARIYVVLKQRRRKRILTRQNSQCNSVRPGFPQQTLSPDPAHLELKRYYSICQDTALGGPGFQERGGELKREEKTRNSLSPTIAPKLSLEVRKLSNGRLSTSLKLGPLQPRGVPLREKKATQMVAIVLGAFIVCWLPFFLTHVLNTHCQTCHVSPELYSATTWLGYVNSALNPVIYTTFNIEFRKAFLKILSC
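Cells at 1500/well, incubated overnight, then treated with pinned compounds (dopamine as control) for 90 min at 37 degrees C. DiscoveRx reagent added for 30 - 60 minutes at room temperature; luminescence read.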
FUS yeast rescue – rescues growth of FUS-expressing yeast. S. cerevisiae FUS-expressing, growth rescue, OD600, 24 h. Potency, µM (top dose mostly 76.6 µM), for inactives: top-dose growth rescue (activation), most hits filed as activators. hit rate 0.24% among 390,000;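 note: potency is the fitted concentration of half-maximal effect; plate controls were DMSO vehicle for no effect and reference control for full effect; nearly all actives have a fitted effect of over 55% in size; some results filed as inactive show a strong effect at the top dose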
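Compound concentration series was pinned onto galactose-induced FUS-expressing yeast seeded at OD 0.005. Plates sat 24hr at 30C; absorbance at 600 nm gave growth. DMSO served as background control.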
Abeta rescue – compounds reversing amyloid beta toxicity in yeast. yeast expressing A-beta42, growth rescue, OD600, 48 h; response scale: 0% DMSO, 100% iron-clioquinol control. Potency, µM (highest dose often 46.1 µM), without a hit: top-dose growth rescue, hits mostly activators. hit rate 0.063% among 410,000. AID 1347071; note: potency is the fitted concentration of half-maximal effect; nearly all actives have a fitted effect of over 55% in size
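Growth rescue measured by 600 nm absorbance after 48 h yeast culture at 30 C with compound. Values normalized between DMSO and an equimolar ferric chloride plus clioquinol control.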
TDP43 rescue – rescues yeast growth from TDP-43 toxicity. Potency, µM (highest dose often 46.1 µM), for the others: at the top dose growth rescue (activation), most hits filed as activators. TDP-43 expressing yeast growth rescue, BacTiter-Glo, 24 h. AID 652104. hit rate 1.8% among 410,000; note: potency is the fitted concentration of half-maximal effect; % of control where 0% means no effect; nearly all actives have a fitted effect of over 50% in size
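Readout is BacTiter-Glo luminescence of cell growth, so inhibitors register as activators. TDP-43-expressing yeast at OD600=0.02 in galactose medium, after raffinose pregrowth to mid-log, were incubated with compound for 24 hr at 30 deg C.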
EPAC2 antagonist – blocks human EPAC2 exchange factor; Q8WZA2; EPAC2 GEF exchange of Rap1B-BODIPY-GDP, fluorescence; Potency, µM (titrated, usually from 114 µM), for inactives: at the highest dose activity, negative = inhibition, most hits filed as inhibitors; hit rate 0.18% among 360,000; AID 720708; note: potency is the fitted concentration of half-maximal effect; % is set by controls: 0 for no effect and ±100 for the full control effect; nearly all actives have a fitted effect of over 45% in size; many of its hits are not listed in these tables
DRD3 antagonist – blocks the human D3 dopamine receptor; P35462; D3R cells, DiscoveRx beta-arrestin luminescence, antagonist mode; hits give low values; max response, negative = inhibition, %; hit rate 2.5% among 360,000; AID 652054; in the data active = max response below about -50%; inconclusive = no clear call, values can overlap the other calls; note: % is set by controls: 0 for no effect and ±100 for the full control effect; mostly tested at two doses, the higher about 12 µM
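Cells plated overnight at 1500 cells/well, then exposed to library compounds with dopamine controls for 90 minutes at 37 degrees C. DiscoveRx reagent added for 30–60 minutes at room temperature; luminescence read, quantitative HTS format.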
Starred values were filed as active, the others as inactive; ? = inconclusive; . = not tested or not shown; [ ] = another dose, or the depositor's remark. Unless noted, calls come from the whole dose curve; as a rule, active = well fitted curve in the direction sought with a large enough effect; inconclusive = small, poorly fitted or top-dose-only effect, or another doubt; inactive = no such curve, though single readings can be large; an effect the other way counts as inactive or inconclusive. Not all compounds are listed (hit frequency here may not be typical).

mol,EPAC2 agonist,aSyn yeast inh,DRD3 agonist,FUS yeast rescue,Abeta rescue,TDP43 rescue,EPAC2 antagonist,DRD3 antagonist
COc1ccc(C(c2c(C)n(C)n(-c3ccccc3)c2=O)c2c(C)n(C)n(-c3ccccc3)c2=O)cc1O,.,-5%,-7,0%,-18%,0%,.,.
O=C(N/C(=C/C=C/c1ccccc1)C(=O)N1CCOCC1)c1ccccc1Br,11%,-2%,-4,23%,-14%,21%,0%,-6
COc1cccc(C(=O)NC2CCCN(C3Cc4ccccc4C3)C2)c1OC (stereo not given),2%,-10%,-3,8%,17%,3%,2%,-93*
Cc1noc(C)c1C(=O)NCCc1ccc(S(N)(=O)=O)cc1,13%,-1%,4,-7%,3%,1%,13%,12
COc1cccc(CNC(=O)CN2C(=O)c3ccccc3S2(=O)=O)c1,-3%,-1%,-9,-2%,-1%,-2%,9%,6
O=C(NCCOC(=O)c1ccc(Cl)c(S(=O)(=O)N2CCCCC2)c1)c1ccncc1,1%,-8%,0,37%,-2%,?,-17%,10
Cc1ccc2cc(CCNC(=O)C(C)(C)C)c(=O)[nH]c2c1,7%,-21%,0,-14%,-14%,-15%,33%,?
Cc1ccsc1C(=O)Nc1cccc(S(=O)(=O)N(C)C)c1,19%,0%,-1,-16%,4%,18%,4%,9
O=C(Cn1cc(C(F)(F)F)cc(Cl)c1=O)NCC1COc2ccccc2O1 (stereo not given),9%,1%,2,-9%,-15%,10%,5%,6
O=C1CSC(c2cccnc2)N1c1ccccc1 (stereo not given),4%,1%,10,-5%,3%,16%,2%,-1
CCCOc1ccc(CCc2n[nH]c(=S)n2-c2ccccc2)cc1,6%,3%,1,14%,?,0%,-8%,-18
COc1ccc(CNC(=O)c2cc(=O)c3c(C)cc(C)cc3o2)cc1,2%,8%,-19,-7%,-6%,16%,13%,?
Nc1ccc2c(c1)C(=O)N(CCCC(=O)O)C2=O,3%,0%,4,13%,14%,8%,5%,5
CCN(C(=O)COc1ccc(C(=O)c2ccccc2)cc1)c1ccccc1,30%,1%,-3,42%,-3%,24%,-3%,-21
CN(C)c1cccc(NC(=O)C2(C)Cc3c(-c4cccnc4)ccnc3O2)c1 (stereo not given),10%,-1%,0,-14%,-13%,11%,-29%,13
CCCCN(C(=O)c1ccc(C)cc1)c1c(N)n(CCC)c(=O)[nH]c1=O,10%,-6%,5,13%,-10%,-12%,3%,5
Nc1c2c(=O)oc(-c3ccccc3)cc2nn1-c1ccccc1,0%,25%,-1,20%,-7%,14µM*,-5%,11
NS(=O)(=O)c1cccc(NS(=O)(=O)c2ccc(/C=C/C(=O)O)cc2)c1,-3%,-1%,-5,11%,-6%,-22%,-16%,-22
CCN(C1CCCCC1)S(=O)(=O)CCNC(=O)c1ccccc1,-8%,8%,1,.,6%,25%,-2%,-6
CC(=O)N(Cc1ccc(Cl)cc1)c1cnccn1,11%,-1%,-2,-22%,-18%,10%,14%,-12
CSCc1c(C(=O)Nc2ccc3c(c2)OCO3)oc2ccccc12,18%,3%,5,19%,2%,17%,-2%,1
COc1cccc(C(=O)NC2CC3CCCC(C2)N3S(=O)(=O)c2ccccc2)c1 (stereo not given),6%,1%,5,17%,-11%,?,-2%,6
O=C(CCC1CCCCC1)Nc1ccccc1O,15%,-3%,-2,8%,11%,?,0%,-1
Cc1cc(O)c(C(c2ccccc2)N2CCN(c3ccc(F)cc3)CC2)c(=O)n1Cc1ccco1 (stereo not given),.,.,-22,24%,3%,17%,.,.
CC(C)[C@@H](COc1ccccc1)N1CCN(Cc2ccccc2)CCC1=O,8%,2%,-3,-8%,15%,16%,-22%,0
Cc1c(C2=CCN(S(=O)(=O)c3ccc(Br)cc3)CC2)c2ccccc2n1CC(=O)N1CCCC1,.,.,-18,32%,-9%,5%,.,.
COc1ccccc1NC(=O)Cn1cc(C(=O)c2ccco2)c2ccccc21,5%,5%,-15,-5%,0%,?,-11%,7
COc1ccc(CCNC(=O)CCc2cn(Cc3ccc(C)cc3)c3ccccc23)c(OC)c1OC,.,.,-18,0%,-3%,17%,.,.
CC(C)N(C(=O)[C@H]1C[C@H](CC(=O)NCCCN(C)C)C(=O)N2CCc3c([nH]c4cc(CCC(=O)N(C)C)ccc34)[C@]12C)C(C)C,7%,1%,9,-21%,-1%,15%,8%,16
COc1ccc(S(=O)(=O)N2CCOCC2)cc1C(=O)Nc1ccon1,-3%,1%,0,-32%,30%,23%,13%,0
COc1ccc2nc(NC(=O)C3CCN(C(=O)c4ccco4)CC3)sc2c1,2%,-2%,7,1%,0%,-8%,0%,1
CC(CC(=O)Nc1ccc2c(c1)c(=O)n(C)n2Cc1ccc(F)cc1)c1ccccc1 (stereo not given),-4%,2%,2,-10%,11%,19%,-8%,22
C[C@H](CO)N1C[C@H](C)[C@@H](CN(C)C(=O)Nc2ccccc2)Oc2ccc(NC(=O)Cc3ccccc3)cc2C1=O,1%,1%,5,23%,3%,14%,-9%,5
COc1cc(OC)c(OC)cc1/C=N/NC(=O)c1cccc(S(=O)(=O)N2CCOCC2)c1,5%,-2%,-1,8%,-12%,.,0%,19
Cc1ccc(NC(=O)CN2CCCCCC2)cc1Br,3%,2%,-22,5%,-30%,-5%,19%,-85*
CC(C)(C)OC(=O)N(CCc1ccccc1)Cc1ccc(OCc2cccc(NC(=O)C3CCCC3)c2)cc1,-1%,-2%,4,-22%,-11%,-3%,-8%,6
COc1ccc(/C=C/C(=O)N2CCN(c3ccccc3)CC2)cc1S(=O)(=O)N1CCOCC1,7%,0%,4,20%,-2%,5%,-3%,1
O=C(c1cc(-c2cccc3ccccc23)nc2ccccc12)N1CCN(CCO)CC1,2%,-3%,7,-20%,-9%,-1%,-14%,64
COc1ccc(Cn2c(C)ccc2C)cc1,0%,1%,-7,?,-10%,-3%,-5%,-9
Cc1ccc(Nc2cc(C(=O)NCc3cccs3)c3ccccc3n2)c(C)c1,.,.,-12,-12%,-10%,15%,.,.
CC(C)Oc1ccc(CNC(=O)CCn2c(=O)c3cccn3c3ccc(F)cc32)cc1,.,.,-15,-14%,0%,16%,.,.
Cc1c2cnn(CC(=O)O)c(=O)c2c(C)n1Cc1cccc(Cl)c1,.,.,10,-3%,-8%,9%,.,.
COc1ccc(CN2CCC(=O)NC2=O)cc1,0%,-15%,11,-1%,0%,-6%,10%,-5
Cc1ccc(Cn2c(N3CCN(CCO)CC3)nc3c2c(=O)n(C)c(=O)n3C)cc1,13%,0%,2,-10%,-3%,4%,-4%,9
CCc1nnc(NC(=O)CSc2ncnc3c2cnn3-c2ccc(OC)cc2)s1,4%,4%,-6,13%,-10%,-21%,11%,-20
COc1ccc(N(C(=O)COc2cccc(C)c2)S(=O)(=O)c2ccc(C)cc2)cc1,13%,13%,0,10%,-12%,1%,-5%,-8
COc1cccc2sc(N3CCN(C(=O)CS(=O)(=O)c4ccc(Cl)cc4)CC3)nc12,.,.,5,41%,8%,?,.,.
Cc1nn2c(N3CCN(C)CC3)cc(C(C)(C)C)nc2c1-c1ccccc1,15%,-17%,-7,21%,-18%,-19%,-7%,-28
O=C(NCc1ccc2c(c1)OCO2)Nc1cccc(Cl)c1,3%,2%,-2,7%,32%,13%,-30%,1
CCOc1cc(C(=O)N2CCc3c([nH]c4ccccc34)C2c2ccccc2)cc(OCC)c1OCC (stereo not given),.,.,7,41%,-21%,2%,.,.

New compounds follow.
mol,EPAC2 agonist,aSyn yeast inh,DRD3 agonist,FUS yeast rescue,Abeta rescue,TDP43 rescue,EPAC2 antagonist,DRD3 antagonist
COc1ccc(-c2[nH]ncc2CN2CCC(O)(c3ccc(Cl)cc3)CC2)cc1,12%,3%,-13,2%,7%,-10%[1.82 µM],6%,?
CC(C)[C@H](NC(=O)NCCc1ccccc1)C(=O)O,14%,1%,5,-7%,17%,13%,10%,12
CC(O)C(=O)NCCOCCOCCNC(=O)C(C)O (stereo not given),-1%,-3%,0,-1%,5%,7%,-1%,11
O=C(O)CNC(=O)/C(=C\c1ccc2c(c1)OCO2)NC(=O)c1ccc(Br)cc1,2%,2%,-4,27%,-8%,-23%,2%,-27
COCCN1C(=O)C(=O)/C(=C(/O)c2cccc(S(=O)(=O)N(C)C)c2)C12C(=O)N(C)c1ccccc12 (stereo not given),6%,7%,5,14%,6%,8%,4%,-23
CN(C)S(=O)(=O)N1CCC(Oc2ccc(C(=O)NCC(C)(C)CO)cc2)CC1,-2%,3%,2,-12%,1%,2%,-11%,10
COCCN1C(=O)N[C@@H](c2cccc(C(F)(F)F)c2)[C@H](C(=O)OC)[C@H]1C,0%,1%,-8,10%,0%,-11%,-12%,-13
Cc1oc(-c2ccccc2F)nc1CS(=O)CC(=O)NCCN1CCCCC1C (stereo not given),-3%,-3%,-9,11%,-2%,-17%,4%,-18
CCOC(=O)c1cc(-c2ccco2)nc2c1c(C)nn2-c1cccc(Cl)c1,2%,10%,0,17%,12%,7%,-1%,?
O=c1[nH]c2ccccc2n1CCCSc1cnc2ccccc2n1,0%[15.6 µM],5%,1,17%,9%,?,-26%,6

Quoted at random: 2 records from the list.
mol,EPAC2 agonist,aSyn yeast inh,DRD3 agonist,FUS yeast rescue,Abeta rescue,TDP43 rescue,EPAC2 antagonist,DRD3 antagonist
O=C(O)CNC(=O)/C(=C\c1ccc2c(c1)OCO2)NC(=O)c1ccc(Br)cc1,2%,2%,-4,27%,-8%,-23%,2%,-27
COc1ccc(-c2[nH]ncc2CN2CCC(O)(c3ccc(Cl)cc3)CC2)cc1,12%,3%,-13,2%,7%,-10%[1.82 µM],6%,?

Further entries.
mol,EPAC2 agonist,aSyn yeast inh,DRD3 agonist,FUS yeast rescue,Abeta rescue,TDP43 rescue,EPAC2 antagonist,DRD3 antagonist
CCSc1nnc(NC(=O)c2cc(C)nc3ccccc23)s1,0%,2%,-3,15%,10%,8%,-26%,9
Cc1cccc(-c2c3c(=O)n(C)c(=O)n(C)c3c3nnc4ccccc4n23)c1,-7%,6%,4,-28%,2%,18%,14%,27
Cc1cccc(NC(=O)c2ccc(NC(=O)c3ccccc3Br)cc2)c1,-3%,0%,-11,16%,10%,8%,-2%,11
CCOC(=O)c1cccc(NC(=O)CCS(=O)(=O)c2cccs2)c1,-4%,-11%,2,22%,11%,?,-4%,13

High-throughput results deposited in PubChem BioAssay by National Center for Advancing Translational Sciences (NCATS).
